MOR-DOR inv ag = mu-delta opioid heterodimer inverse agonism; cell-based MOR-DOR heterodimer luminescence; inhibition, % at 9.3 µM; 340,000 tested, 0.21% active; AID 504357; in the data active = inhibition above about 22%, passing the limit was not always enough;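 note: 0% = cells with DMSO and 100% = wells without cells with DMSO; values of inactives mirror those of a sister screen read the other way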
OPRM1-OPRD1 ag = OPRM1-OPRD1 heterodimerization agonism; cells, luminescence; activation, % at 9.3 µM; 340,000 tested, 0.3% active; in the data active = activation above about 18%;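 note: 0% = vehicle-treated cells and 100% = reference agonist; values of inactives mirror those of a sister screen read the other way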
LANA DNA inh = KSHV C-LANA DNA binding inhibition. MBP-C-LANA/FAM-LBS DNA binding, fluorescence polarization. inhibition, % at 9 µM. 340,000 tested, 0.078% active;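 active = highest replicate inhibition at or above 60% at 9 µM, even if other replicates fall short; inactive = all replicates below 60% inhibition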;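 note: 0% = neutral control wells and 100% = 4 µM acridine orange control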
RTF Ca sens inh = cardiac RTF calcium desensitization; P19429+P45379; IANBD-labeled cardiac RTF, Ca2+ fluorescence; inhibition, % at 7.15 µM; 340,000 tested, 0.12% active; AID 493244;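 active = inhibition above the mean inhibition of all tested compounds plus 3 SD, cut at about 17% in these data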;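 note: assay run at fixed EC70 calcium of 1.6 mM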
HTR5A inv ctr = HTR5A inverse agonism, opioid heterodimer counter-screen; P47898; HTR5A cell line, luminescence; inhibition, % at 9.3 µM; 340,000 tested, 0.083% active; in the data active = inhibition mostly above about 23%, no sharp cut-off; inactive = mostly below about 18%;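 note: 0% = cells with DMSO and 100% = no-cell wells with DMSO; some compounds called inactive have numbers as strong as hits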
Target sequence (P47898 whole entry, looked up): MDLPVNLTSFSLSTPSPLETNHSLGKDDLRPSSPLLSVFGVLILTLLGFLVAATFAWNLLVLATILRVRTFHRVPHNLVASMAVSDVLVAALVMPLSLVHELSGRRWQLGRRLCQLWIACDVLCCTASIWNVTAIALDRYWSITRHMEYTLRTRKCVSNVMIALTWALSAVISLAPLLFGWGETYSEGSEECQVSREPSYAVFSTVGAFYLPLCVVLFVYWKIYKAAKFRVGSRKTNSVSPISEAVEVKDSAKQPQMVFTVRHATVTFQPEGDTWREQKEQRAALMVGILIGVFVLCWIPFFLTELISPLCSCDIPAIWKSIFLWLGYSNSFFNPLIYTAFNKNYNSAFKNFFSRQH
Keap1-Nrf2 PPI = Keap1-Nrf2 (human) interaction inhibition. Q14145. Keap1 Kelch-Nrf2 peptide fluorescence polarization, 1536-well. inhibition, % at 9.4 µM. 340,000 tested, 0.15% active. AID 504523; in the data active = inhibition above about 12%;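 note: human Keap1 Kelch domain with fluorescein labeled Nrf2 9mer peptide probe; 0% = neutral control wells and 100% = peptide positive control; higher means more block of Keap1 binding to Nrf2 peptide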
Target sequence (Q14145 whole entry, looked up, the tested form may be a part): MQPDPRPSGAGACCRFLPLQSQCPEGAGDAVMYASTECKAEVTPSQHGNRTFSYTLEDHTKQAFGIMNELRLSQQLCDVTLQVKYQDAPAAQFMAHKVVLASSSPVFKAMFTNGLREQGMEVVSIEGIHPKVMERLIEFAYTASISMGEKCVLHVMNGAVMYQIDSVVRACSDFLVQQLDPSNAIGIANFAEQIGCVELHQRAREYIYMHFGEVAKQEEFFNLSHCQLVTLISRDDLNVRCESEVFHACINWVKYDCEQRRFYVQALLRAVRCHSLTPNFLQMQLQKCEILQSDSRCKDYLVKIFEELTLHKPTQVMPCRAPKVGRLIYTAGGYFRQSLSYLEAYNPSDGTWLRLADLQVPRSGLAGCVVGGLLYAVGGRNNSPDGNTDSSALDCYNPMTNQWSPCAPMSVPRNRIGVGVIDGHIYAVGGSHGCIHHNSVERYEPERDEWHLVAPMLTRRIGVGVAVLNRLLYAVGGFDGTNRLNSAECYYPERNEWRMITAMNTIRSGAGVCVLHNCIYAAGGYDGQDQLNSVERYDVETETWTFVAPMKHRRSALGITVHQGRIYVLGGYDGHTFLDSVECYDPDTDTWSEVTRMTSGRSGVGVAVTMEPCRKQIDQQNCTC
V-ATPase pHluor = yeast V-ATPase proton transport regulation by pHLuorin. S. cerevisiae, pHLuorin cytosolic pH fluorescence. response, % at 10 µM. 350,000 tested, 0.37% active. AID 504577; in the data active = response mostly above about 7.3%, no sharp cut-off; inactive = mostly below about 5.4%; note: actives read high; inactives centre near 0; some compounds called inactive have numbers as strong as hits; reference of the scale not given here
CAL-PDZ inh HTS = blocks peptide binding to the human CAL PDZ domain. Q9HD26. purified CAL PDZ, TMR-peptide fluorescence polarization, 1 h. inhibition, % at 24.9 µM. 300,000 tested, 0.92% active. AID 602252;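 active = mean inhibition of at least 30% with at least half of replicates also reaching 30%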;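 note: 0% = DMSO neutral control and 100% = excess unlabeled competitor peptide PRC23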
RTF Ca sens act = increases calcium sensitivity of human cardiac regulated thin filaments | P19429+P45379 | IANBD-labeled TnC RTF fluorescence at EC20 calcium; 0% EC20 calcium, 100% full calcium | activation, % at 7.2 µM | 340,000 tested, 0.24% active | AID 493008;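 active = activation above the mean over all tested compounds plus 3 SD, cut at about 30% in these data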;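 note: rise in fluorescence read as greater calcium sensitivity of cardiac thin filaments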
HTR5A ag = counter-screen for OPRM1-OPRD1 agonists: human HTR5A agonism; 340,000 tested, 0.61% active; HTR5A agonist assay, luminescence, cell-based; P47898; activation, % at 9.3 µM; AID 504692; in the data active = activation mostly above about 9.5%, no sharp cut-off; inactive = mostly below about 7.6%;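 note: 0% = cells with vehicle only and 100% = reference agonist; strong numbers were not always called active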
An asterisk follows results filed as active; · = not tested or not shown. Outcome played no part in choosing rows, and some 2.8% of all compounds hit somewhere here.

SMILES	MOR-DOR inv ag	OPRM1-OPRD1 ag	LANA DNA inh	RTF Ca sens inh	HTR5A inv ctr	Keap1-Nrf2 PPI	V-ATPase pHluor	CAL-PDZ inh HTS	RTF Ca sens act	HTR5A ag
O=C(NCc1cccc(F)c1)c1ccc2nc(N3CCOCC3)sc2c1	7	-1.2	1.1	-6	-5	0	-5	·	0	2
O=c1[nH]c(C2CCN(S(=O)(=O)c3ccc4c(c3)OCCO4)CC2)nc2c1nnn2Cc1ccccc1F	14	-2.6	-0.4	5	9	4	3	-1	-2	-2
CN(CC(=O)N1CCN(c2ccc(F)cc2)CC1)S(=O)(=O)c1ccc(F)cc1	-1	0.1	-1.6	1	-4	-5	-1	-4	10	2
Cc1cc(C)c2[nH]c(=O)c(CN(Cc3cccs3)C(=S)NCc3ccco3)cc2c1	-4	0.8	-2.9	-2	-22	-34	-1	-3	5	6
Cc1cc(C)c(NC(=O)c2ccc(CNS(=O)(=O)c3cc(C(F)(F)F)ccc3Cl)cc2)c(C)c1	-23	4.1	2.4	0	-22	-2	-1	-2	-4	3
CCC(CO)Nc1ncnc2c1cnn2-c1ccc(Cl)cc1 (stereo not drawn)	5	-1.0	0.7	-11	2	2	-1	·	-1	-1
CCOC(=O)C1=CNS(=O)(=O)NC1c1ccc(C(F)(F)F)cc1 (stereo not drawn)	8	-1.6	-1.5	-8	4	0	0	-4	0	-1
Cc1cc(C)c(S(=O)(=O)Nc2cccnc2)c(C)c1	14	-2.8	0.4	-8	2	0	2	·	-1	-1
O=C(c1cc2cc(Cl)ccc2oc1=O)N1CCOCC1	7	-1.1	0.8	1	-6	-1	-2	-4	0	-1
C(=C\c1cccc2ccccc12)/c1nnc(-c2cccs2)o1	-4	0.7	-0.1	14	-19	0	-2	-2	1	7
CCCC1=[N+](CC)CCn2c(C)ccc21	10	-1.6	1.6	-6	-33	-2	-3	1	-2	4
CCCN(CC(=O)Nc1ccccc1C)C(=O)c1cc(C)oc1C	10	-2.5	0.4	-4	-14	0	-1	-6	1	5
COC(CNC(=O)c1cc(Sc2nnc(C)s2)nc2ccccc12)OC	10	-1.9	0.2	3	-4	-7	2	-5	5	2
C=CCn1c(C(CCCC)CC(O)COCC(C)C)n[nH]c1=S (stereo not drawn)	1	-0.2	1.1	-8	0	1	2	-1	0	0
CCOC(=O)C1=C(C)NC(=O)NC1c1ccco1 (stereo not drawn)	16	-2.9	0.9	-1	-2	1	-3	8	-6	1
CCOC(=O)c1ccc(NC(=O)CSc2nc3c(c(=O)n2CC)SC(C)C3)cc1 (stereo not drawn)	4	-0.7	0.5	0	-18	1	-3	·	0	6
Cc1cc(-c2csc(NC(=O)c3ccc(C#N)cc3)n2)c(C)n1Cc1ccco1	10	-1.6	3.0	1	-19	1	1	0	-4	7
COc1cc(/C=C2/C(=O)NN(c3ccc(F)cc3)C2=O)cc([N+](=O)[O-])c1O	15	-2.8	2.1	-18	7	-3	-3	-1	-3	6
CCOC(=O)C(=NCC1CCCO1)NNc1cc(Cl)ccc1Cl (stereo not drawn)	-22	4.2	0.1	-6	11	-4	1	-5	1	-3
CCNc1nc(NC(C)C)nc(OCCOC(=O)Nc2ccccc2)n1	-9	1.7	2.0	-14	9	-1	-1	1	2	-3
Cc1cc(C)nc(NC(=S)Nc2cccc(F)c2)c1	6	-1.2	0.4	-3	13	-2	2	65*	4	2
Cc1c(Br)c([N+](=O)[O-])nn1CC(=O)NCc1cccnc1	11	-1.9	0.3	-5	-10	-4	2	-7	3	-1
COc1cc(NC(=O)CSc2ccc(-c3ccccn3)nn2)cc(OC)c1	3	-0.6	2.7	0	0	-1	2	-1	-1	0
CC(C)CC(=O)N/N=C/c1c(N)n(C)c(=O)n(C)c1=O	11	-2.2	-0.7	-5	8	-1	1	-4	4	5

CAL-PDZ inh HTS, entries above that show a hit
SMILES	MOR-DOR inv ag	OPRM1-OPRD1 ag	LANA DNA inh	Keap1-Nrf2 PPI	V-ATPase pHluor	CAL-PDZ inh HTS	RTF Ca sens act
Cc1cc(C)nc(NC(=S)Nc2cccc(F)c2)c1	6	-1.2	0.4	-2	2	65*	4

Carrying on:
SMILES	MOR-DOR inv ag	OPRM1-OPRD1 ag	LANA DNA inh	RTF Ca sens inh	HTR5A inv ctr	Keap1-Nrf2 PPI	V-ATPase pHluor	CAL-PDZ inh HTS	RTF Ca sens act	HTR5A ag
CN1CCN(CC(=O)Nc2ccc(Cl)cc2Cl)CC1	-1	0.3	0.2	-1	-17	1	-1	-5	-2	7
Cc1cc(C)c2c(NC(=S)Nc3ccccc3)n[nH]c2n1	16	-3.6	1.4	-5	7	-5	-2	2	0	1
COc1ccc(OC)c([C@@H]2OCCC=C[C@H]2C)c1	8	-1.4	2.2	0	19	-9	-1	-1	10	1
COc1ccc2c(CCNC(=O)Nc3ccccc3)c[nH]c2c1	-6	1.0	0.1	-40	-8	2	-4	0	-3	3
O=S(=O)(NCCc1csc(-c2cccnc2)n1)c1cccc(F)c1	13	-2.5	-0.9	5	2	-5	2	-2	1	4
C/C(=N\Nc1ccc(Cl)cc1)c1ccncc1	12	-2.6	-1.1	5	2	2	0	-3	-6	-1
O=C(O)/C=C/C(=O)Nc1cccc2c1-c1ccccc1C2=O	12	-2.8	-1.6	-4	-3	-4	2	-6	-1	1
Cc1nn(Cc2c(F)c(F)c(F)c(F)c2F)c(C)c1NC(=O)c1ccc(COc2ccccc2Cl)o1	-10	1.7	0.1	-9	-33	-5	2	·	1	-2
O=C(O)Cc1c[nH]c2ccc(O)cc12	4	-0.7	-0.4	18*	8	-3	-3	-1	4	-1
COc1ccc(C(C)=O)cc1CSc1nnc(Nc2ccccc2)s1	-1	0.3	-1.6	-8	-7	-2	2	-1	4	-1
CCn1c(-c2ccc(C)cc2)nn(CC(=O)NCCc2ccccc2)c1=S	9	-1.3	1.7	-12	-8	-1	1	0	1	-4
COc1ccccc1NS(=O)(=O)c1ccc(C(=O)NCc2ccncc2)cc1	4	-1.1	-1.4	-5	23	-6	1	-10	2	-9
O=C1CCC/C(=N\NC(=O)c2ccc(COc3ccccc3-c3ccccc3)cc2)C1	3	-0.7	1.7	5	-8	-3	1	1	6	3
O=C(CCNC(=O)c1ccc(Br)cc1)NCCCc1ccccc1	5	-0.7	0.2	-1	-1	0	0	-1	1	-1
COc1ccc(/C=C2\SC(=S)N(CCC(=O)Nc3ccc(C(=O)O)cc3)C2=O)cc1	10	-2.1	0.4	0	0	1	-2	-5	-8	0
Cc1ccc(C)c(C(=O)COC(=O)c2c(-c3ccccc3)noc2C)c1	-35	6.5	0.0	1	7	-2	-1	-1	-5	-1
COc1ccc(N2CCN(C(=O)COC(=O)c3ccco3)CC2)cc1	3	-0.6	0.8	-3	1	-2	2	-3	-5	1
CC1(C)CC2CC(C)(CN2C(=O)COC(=O)c2cc(Cl)cc(Cl)c2N)C1 (stereo not drawn)	-41	7.5	1.8	-4	-12	3	1	-2	-6	1
O=C(CN1CCN(Cc2ccc(F)cc2Cl)C1=O)NCCCN1CCOCC1	9	-1.6	-0.2	-11	5	-1	-1	·	3	-2
COc1ccc(N2CC(C)Cn3c2nc2c3c(=O)n(Cc3ccc(C)cc3)c(=O)n2C)c(OC)c1 (stereo not drawn)	-3	0.5	2.6	-16	9	2	4	-8	6	3
COc1ccc(-c2csc(-n3ncc(-c4cccs4)c3N)n2)cc1	11	-2.2	-1.3	3	-20	-3	-1	0	1	-3
Cc1ccc(CCNC(=O)C2CCN(S(=O)(=O)c3ccc4c(c3)NC(=O)C(C)S4)CC2)cc1 (stereo not drawn)	-7	1.3	-0.3	-1	9	-4	-1	-3	-2	1
Cc1ccc(C(=O)c2oc3nc(C)cc(C)c3c2N)cc1	-11	2.1	-2.4	-6	-4	3	-2	-6	-3	-1
COc1ccc(S(=O)(=O)N2CCN(CC(=O)Nc3sccc3C(N)=O)CC2)cc1OC	-3	0.7	-0.1	1	4	-5	2	-3	-1	-2
CC(C)(C)c1ccc(C2=CC(c3ccccc3)n3ncnc3N2)cc1 (stereo not drawn)	-9	1.6	-0.7	-4	-11	-3	-2	3	3	1
OCC[C@H]1C[C@@H](O)[C@H](O)[C@]2(CCCc3ccccc3O2)O1	-1	0.2	-2.9	3	8	-2	1	-2	2	-3
CCN(Cc1ccccc1)C(=O)c1cccc(S(=O)(=O)N2CCN(c3ccc(F)cc3)CC2)c1	-11	1.7	-0.4	-9	3	2	-1	-3	-7	5
COc1ccc(CCN2C(=O)CSC2=S)cc1OC	11	-2.0	-2.7	-9	4	-1	2	-5	10	-1
CCCCN1C(=O)Cc2c1nc(N)c1c(N)nc(N(CCC)CCC)c(C#N)c21	-15	2.5	-0.7	-1	10	0	-3	-7	-2	-4
Cc1cc2ccccn2c1C(=O)c1cccc([N+](=O)[O-])c1	7	-1.4	-0.9	6	-5	-3	1	-2	3	2
Nc1nonc1C(=O)N/N=C/c1cc2c(cc1[N+](=O)[O-])OCO2	0	0.0	0.5	1	4	-1	-2	2	-3	8
COc1ccccc1CNC(=O)CSc1nnc2ccc(-c3cccnc3)nn12	17	-3.4	2.0	5	-5	1	-2	0	-1	2
Cn1c(=O)n(C)c2cc([N+](=O)[O-])c(N3CCN(C(=O)c4ccccc4Br)CC3)cc21	10	-2.0	-1.6	8	10	3	-2	-3	4	6
CCOC(=O)C(C)Sc1ncnc2c1c(-c1ccccc1)cn2-c1ccc(OC)cc1 (stereo not drawn)	-8	1.6	-0.9	-6	3	1	-1	-4	3	-1
Cc1cc(Br)ccc1OCC(=O)NNC(=O)c1cnccn1	-10	1.4	0.8	6	-8	2	5	5	1	3
Cc1ccc(C)c(Cn2nnc3c(=O)[nH]c(C4CCN(C(=O)c5ccco5)CC4)nc32)c1	5	-0.7	0.0	0	-36	-2	0	-2	0	2
CC1CCN(Cc2nc(-c3ccccc3)no2)CC1	2	-0.6	-0.9	-2	-6	3	0	0	1	2
O=C(CCSc1nnc(-c2ccco2)o1)N1CCOCC1	0	0.0	-0.4	0	1	1	1	-1	3	0
CC(CSc1nc2ccccc2s1)Cn1c(N2CCCC2)nc2c1c(=O)[nH]c(=O)n2C (stereo not drawn)	7	-1.2	1.4	10	7	2	-3	-5	-1	4
CCCc1nnc(NC(=O)CC(=O)Nc2ccccc2C(=O)O)s1	4	-0.8	-1.3	-24	8	-1	0	-2	-3	-3
CCOC(=O)C1CCCN(C(=O)/C=C/c2ccc(Cl)cc2)C1 (stereo not drawn)	16	-3.3	-0.6	1	9	0	-2	-1	-4	-3
CC1=Nc2ccc(C)cc2N(Cc2ccccc2)C(=O)C1	3	-0.5	-1.8	-7	-8	-8	-6	-5	0	3
COc1ccc(-c2cc(C(=O)OCC(=O)c3cccc([N+](=O)[O-])c3)c3cc(C)ccc3n2)cc1	-24	3.5	-0.3	-3	2	-4	0	-2	-2	4
Cc1cc2nc(C)n(CCCNC(=O)Nc3ccc(C#N)cc3)c2cc1C	6	-1.1	0.8	-3	-2	-5	-4	-6	3	-3

Compound activity (PubChem)
